High-throughput results from PubChem BioAssay.
NadD inh – inhibitors of Staphylococcus aureus NadD | purified NadD enzyme, colorimetric absorbance read-out | inhibition, % at 20 µM | hit rate 0.78% among 360,000 | AID 602399; in the data active = inhibition above about 26%; note: some compounds past the cut are filed as inactive
FAS TE block – FAS thioesterase (human) inhibition. P49327. recombinant FAS-TE, OMFH fluorogenic substrate, fluorescence endpoint. inhibition, % at 15 µM. hit rate 0.67% among 360,000. AID 602261;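 active = compounds whose normalised, plate-corrected inhibition of enzyme fluorescence in the single-dose primary screen is 50% or more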;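 note: 0% = DMSO with enzyme and 100% = substrate without enzyme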
Neddylation inh – inhibitors of human cullin neddylation; AID 651699; TR-FRET cullin neddylation, biochemical; P61081+Q13564; hit rate 0.58% among 360,000; calls only at 25 µM; in the data active = inhibition above about 36%
MLLE-PAM2 inh – blocks PAM2 peptide binding to the PABP1 MLLE domain. P11940. GST-MLLE / FITC-PAM2 fluorescence polarization. inhibition, % at 20 µM. hit rate 0.36% among 360,000. AID 588489; in the data active = inhibition above about 35%, passing the limit was not always enough;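 note: plate controls were DMSO wells with GST-MLLE for no effect and wells lacking GST-MLLE protein for full effect; some results filed as inactive read as strong as hits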
Target sequence (P11940 whole entry, looked up, the tested form may be a part): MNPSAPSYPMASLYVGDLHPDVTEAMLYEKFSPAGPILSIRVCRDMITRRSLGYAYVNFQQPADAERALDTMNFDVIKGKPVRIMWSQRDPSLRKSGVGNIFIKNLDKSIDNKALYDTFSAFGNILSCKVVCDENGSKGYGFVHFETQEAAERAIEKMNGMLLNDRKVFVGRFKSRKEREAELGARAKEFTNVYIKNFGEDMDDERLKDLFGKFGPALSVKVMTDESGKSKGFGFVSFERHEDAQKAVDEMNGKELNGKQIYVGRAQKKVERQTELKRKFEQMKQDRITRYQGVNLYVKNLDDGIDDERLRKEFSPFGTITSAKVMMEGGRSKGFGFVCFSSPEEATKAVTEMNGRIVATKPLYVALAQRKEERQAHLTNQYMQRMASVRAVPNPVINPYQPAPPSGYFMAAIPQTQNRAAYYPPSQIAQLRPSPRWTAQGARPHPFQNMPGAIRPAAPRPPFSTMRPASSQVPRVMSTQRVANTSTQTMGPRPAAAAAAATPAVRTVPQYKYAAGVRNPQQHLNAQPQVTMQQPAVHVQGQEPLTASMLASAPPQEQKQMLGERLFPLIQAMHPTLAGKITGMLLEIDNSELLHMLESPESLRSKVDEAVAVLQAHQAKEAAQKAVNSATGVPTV
CSN inh – blocks human CSN-mediated cullin deneddylation; Purified CSN, SCF-Nedd8-OG deneddylation, fluorescence polarization; Q92905; hit rate 0.38% among 360,000; inhibition, % at 12.5 µM;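 active = pattern-corrected inhibition above about 35%, with an unprinted fluorescence ratio check between 0.5 and 1.5, limit read from the data, passing the limit was not always enough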;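 note: 0% = enzyme with substrate and 100% = substrate without enzyme; some results filed as inactive read as strong as hits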
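test system = HEK293T-derived human Csn5 enzyme | amount = 0.24 nM Csn5 enzyme, final concentration | medium = Tris/NaCl/DTT buffer, pH 7.5 | schedule = 90 min reaction at room temperature | signal = FP | evaluation = inhibition of Csn5 cleavage, % | compound dosing = single dose of 12.5 µM compound with 0.25% DMSO | probe or stimulus = 10 nM SCFSkp2-Nedd8OG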
Rin1-Abl PPI inh – inhibitors of human Rin1-Abl protein interaction; P00519+Q13671; TR-FRET Rin1/Abl binding, biochemical; inhibition, % at 7.35 µM; hit rate 0.4% among 360,000; in the data active = inhibition above about 5%, passing the limit was not always enough
SKN-1 block – inhibitors of C. elegans SKN-1 | C. elegans VP596 Pgst-4::GFP/RFP ratio, acrylamide-induced, 24 h | inhibition, % at 21.8 µM | hit rate 0.49% among 360,000;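 active = interference check ratio from 0.5 to 1.5 plus GFP to RFP signal ratio inhibition reaching or exceeding a fixed threshold, cut at about 30% in these data, passing the limit was not always enough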; note: some compounds called inactive have numbers as strong as hits
Rpn11 inh – inhibitors of human proteasome Rpn11; O00487; human 26S proteasome, Ub4-pepOG fluorescence polarization; 20S core pre-blocked with epoxomicin; calls only at 20 µM; hit rate 0.59% among 360,000; AID 588493;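 active = inhibition at 20 µM, scaled to each plate's controls, above about 33%, limit read from the data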
Target sequence (O00487 whole entry, looked up): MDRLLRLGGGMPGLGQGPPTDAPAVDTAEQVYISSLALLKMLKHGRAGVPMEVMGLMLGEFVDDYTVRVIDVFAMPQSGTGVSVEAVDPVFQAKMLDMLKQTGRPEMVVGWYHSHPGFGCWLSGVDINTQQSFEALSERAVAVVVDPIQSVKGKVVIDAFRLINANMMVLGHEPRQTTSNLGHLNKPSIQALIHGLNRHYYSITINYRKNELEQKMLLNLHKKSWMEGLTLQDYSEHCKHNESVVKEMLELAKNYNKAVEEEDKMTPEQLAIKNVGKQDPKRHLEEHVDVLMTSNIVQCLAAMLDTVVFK
MT1-MMP act inh – MT1-MMP (human) activation inhibition; P50281; HT1080 RFP-PRO-GFP cells, GFP/RFP ratio fluorescence, overnight; percent of plate control window, DMSO zero; GFP/RFP ratio change, % at 20 µM; hit rate 0.061% among 360,000; AID 651647;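 active = GFP/RFP ratio change of at least 30% with cell ATP level not reduced by more than half and red fluorescence within 50% of control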; note: strong numbers were not always called active
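Assay system: HT1080 cells carrying an RFP-PRO-GFP reporter | Dosing: Single dose of 20 µM compound, 1% DMSO final | Incubation: Cells overnight before dosing, compound overnight, 37 °C, 5% CO2 | Evaluation: GFP/RFP fluorescence ratio | Control set: DMSO and RFP-L50D-GFP cell wells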
* hit, by the source's call; i = inactive; / = no result given.

SMILES	NadD inh	FAS TE block	Neddylation inh	MLLE-PAM2 inh	CSN inh	Rin1-Abl PPI inh	SKN-1 block	Rpn11 inh	MT1-MMP act inh
CCCCNC(=O)c1ccc2nc(CC)c(N(CC)CCOC)n2c1	2	-4	i	2	0	-3	10	i	-2
COc1ccc(CN2C(=O)C(CC(C)C)Nc3ncnc(N4CCCCC4)c32)cc1 (stereo not given)	1	-1	i	1	-4	-1	2	i	2
Cc1ccc(NC2CCCN(C(=O)c3ccccc3-c3ncc[nH]3)C2)cc1C (stereo not given)	1	-7	i	-1	-4	-1	13	i	-2
COc1cccc(OCc2cc(C(=O)N3CCC(C(O)C(C)C)CC3)no2)c1 (stereo not given)	0	-1	i	4	1	-1	3	i	3
Cc1ccc2[nH]c(-c3ccccc3)cc(=O)c2c1	1	-10	i	2	3	1	2	i	15
Cc1nc(N2CCOCC2)[nH]c(=O)c1CCC(C)C	-4	-8	i	-3	0	-1	-6	i	5
C=CCOC(=O)CCP(=O)(CCC(=O)OCC=C)c1ccccc1	-1	-5	i	8	-1	1	6	i	5
CC1O[C@@H](O[C@H](C)CC[C@@H](C)O)C(O)C[C@H]1O (stereo not given in full)	-2	-2	i	-10	-2	2	-14	i	2
CCNC(=O)CC1C(=O)N(c2ccc(F)cc2)C(=O)N1CCC(C)C (stereo not given)	1	-7	i	0	4	-3	-5	i	1
CCCn1nnc(NC(=O)/C=C/c2ccc(C(C)C)cc2)n1	1	3	i	4	5	-3	-6	i	4
COc1ccc(CCNC(=O)c2cnc(C)cn2)cc1	-2	-4	i	-13	2	2	-1	i	5
[O-]c1n[n+](-c2ccc(Cl)cc2)cc2ccccc12	-1	-4	i	-11	-8	3	3	i	1
O=C(NC(=S)NCCOCc1ccc(Cl)cc1)c1cccnc1	-4	-4	i	17	3	4	2	i	-1
COc1ccccc1OCCCN1C(=O)C(=O)c2cccc(C)c21	-2	0	i	-7	2	-7	2	i	-1
COc1ccc(CCNCC(O)COc2ccc(OC)cc2C(C)(C)C)cc1 (stereo not given)	-19	-4	i	-6	1	-1	10	i	-5
O=C(O)CCC(=O)Nc1ccc(C(=O)OCC(=O)c2ccc(Cl)cc2)cc1	-2	-5	i	8	-1	0	-1	i	-5
Cc1ccc(-c2cc(C(=O)Nc3ccccn3)c3ccccc3n2)o1	11	0	i	1	11	0	6	i	-8
CCNc1nc(NCC)nc(N2CC(=O)N(CC(=O)OCC)C2=N)n1	-2	-8	i	10	-9	3	11	i	-2
COc1ccc(C2C(Oc3ccccc3)C(=O)N2c2ccc(C)c(C)c2)cc1OC (stereo not given)	-2	28	i	3	6	-4	0	i	0
O=P(/C(=N/O)Sc1ccccc1)(N1CCOCC1)N1CCOCC1	-5	-17	i	18	3	-5	-24	i	1
CC(C)NC(=O)c1cc(-c2cccs2)nc2ccccc12	-5	-1	/	-1	-6	2	0	i	-3
Cn1cc(-c2cccc(C(F)(F)F)c2)cc(C#N)c1=O	1	0	i	4	0	2	25	i	4
O=C(NC1CCCCC1)C(c1ccccc1)N(Cc1cccnc1)C(=O)c1csnn1 (stereo not given)	4	-6	i	4	4	3	-6	i	3
COc1ccc(NC(=O)CSc2nc3[nH]ncc3c(=O)[nH]2)c(OC)c1	0	-9	i	2	-2	-1	14	i	2
O=C1c2cc(Br)ccc2OC2C=CC=CC12 (stereo not given)	-6	1	i	2	-1	-3	42*	i	3
Cc1nonc1OCCNCCNc1ccc([N+](=O)[O-])cc1Cl	-4	11	i	1	-1	-2	7	i	2
COc1ccc(S(=O)(=O)N2CC(=O)Nc3ccccc32)cc1	-3	-6	i	1	2	0	-2	i	-1
Cc1[nH]n(-c2cccc(Cl)c2)c(=O)c1-c1ccc(Cl)cc1	3	2	i	4	3	-4	10	i	-20
COc1ccc(N(C(C)C(=O)N/N=C/c2cc(Br)c(C)o2)S(C)(=O)=O)cc1 (stereo not given)	6	-4	i	9	1	1	7	i	3
COc1cccc(N=Nc2c(=O)[nH]n3c(C)cc(C)nc23)c1	-2	-8	i	-3	-3	-11	16	i	22
Cc1ccnc(NS(=O)(=O)c2ccc(N3C(=O)C4CCCCC4C3=O)cc2)n1 (stereo not given)	-1	-8	i	-4	-4	-2	1	i	-2
CCOc1ccc(NC(=O)CN(C)Cc2cc(=O)n3c(-c4ccccc4)csc3n2)cc1OCC	24	-2	i	-32	8	6	-10	i	-2
CCc1nc(C)cc2c1sc1ccccc12	0	9	i	-1	3	-1	16	i	-1
CCN(CC)CCNC(=O)CS(=O)Cc1nc(-c2ccc(Cl)cc2)oc1C (stereo not given)	0	-6	i	10	1	2	-11	i	-3
O=C(NCCN1CCOCC1)c1ccc(F)cc1	-1	-6	i	-1	-3	2	2	i	3
Cc1ccc(NC(=O)CN2CCOCC2)cc1Cl	-3	0	i	-2	3	6	2	i	-3
O=C(CCN1C(=O)CSc2ccccc21)Nc1cccc(C(F)(F)F)c1	6	8	i	-6	3	1	-4	i	3
COc1ccc(C(=O)Nc2ccc(C)cn2)c(OC)c1	3	-2	i	-5	-1	-5	-5	i	6
C/C(=C\C(=O)c1ccc(C)cc1)Nc1cccc(O)c1	-4	2	i	12	0	-4	8	i	4
NS(=O)(=O)c1cccc(NC(=O)Cn2cc(C(F)(F)F)cc(Cl)c2=O)c1	-4	-6	i	-15	-3	-4	-6	i	2
CC(C)[C@@H](C(=O)N1CCN(C(=O)OC(C)(C)C)CC1)n1cc(CCO)nn1	0	-6	i	8	0	1	5	i	-1
CC1=CC(C)(C)NC(=S)N1c1cccc2cc(S(=O)(=O)O)ccc12	1	-4	i	23	14	1	7	i	-1
CC1(C)Cc2c(C#N)c(NCCc3ccccc3)nc(-c3ccco3)c2CO1	6	13	/	6	6	2	-4	i	-7
COc1ccc(-c2coc3cc(O)c(OC)cc3c2=O)cc1	-2	-4	/	14	-3	0	19	i	5
Cc1cccc(-n2ncc3c2CCCC3NC(=O)CC(F)(F)F)c1C (stereo not given)	0	-3	i	16	0	-1	11	i	3
Cc1ccc(CCC(=O)Nc2ccc([N+](=O)[O-])cc2Cl)o1	-4	19	i	-7	2	-1	-4	i	-4
Cc1ccc(-c2ccc(CCC(=O)O)n2CC2CCCO2)cc1 (stereo not given)	-6	-6	/	10	1	3	7	i	0
CCOC(=O)C1CCN(CCC(=O)Nc2ccc(F)cc2)CC1	8	-6	i	-2	-3	-1	-2	i	4
CSCCCNC(=O)c1ccc(OC2CCN(CCc3ccccc3)CC2)cc1	-9	-1	i	-6	-1	-2	4	i	-2
CS(=O)(=O)N(CC(=O)Nc1ccccc1C(=O)N1CCOCC1)c1ccc(F)c(Cl)c1	2	-5	i	-8	-2	1	1	i	3
O=[N+]([O-])c1c(NCc2ccco2)ncnc1NCc1ccco1	0	-40	i	0	4	1	3	i	-4
Cc1ccc(S(=O)(=O)NC(=O)NCCCN2CCOCC2)cc1	4	-1	i	2	2	2	12	i	-2
O=C(O)CNc1ncccc1[N+](=O)[O-]	-8	-7	i	-1	-2	4	4	i	-1
O=C(NS(=O)(=O)c1ccccc1)c1ccccc1F	2	-5	i	-3	2	2	-7	i	-1
O=C1CCC(=O)N1c1ccccc1	1	-4	i	23	-3	-2	26	i	-1
Cn1c(N)c(C(=O)CSc2nnc(NC3CCCCC3)s2)c(=O)n(C)c1=O	-2	1	i	11	3	0	4	i	5
CC1([N+](=O)[O-])COC(C=Cc2ccccc2)OC1 (stereo not given)	-4	-8	i	8	4	4	10	i	0
C#CCOCCOCCOCCNc1nc(N2CCN(C(=O)CCCCCCCCCCNC(=O)[C@@H](CCC(=O)O)n3cc(CCCCCN)nn3)CC2)nc(N2CCN(C(=O)CCCCCCCCCCNC(=O)[C@@H](CCC(=O)O)n3cc(CCCCCN)nn3)CC2)n1	9	-11	i	-4	-2	5	1	i	8
CCC(=O)c1ccc(OCC(=O)N(Cc2nnc(-c3ccccc3Cl)o2)C2CC2)cc1	-4	-3	i	9	5	2	5	i	1
O=C(O)c1ccc(Cl)c(S(=O)(=O)NCc2cccnc2)c1	2	-4	i	-5	-1	4	-10	i	3
The results go on:
SMILES	NadD inh	FAS TE block	Neddylation inh	MLLE-PAM2 inh	CSN inh	Rin1-Abl PPI inh	SKN-1 block	Rpn11 inh	MT1-MMP act inh
CC(OC(=O)CNC(=O)c1sc2ccccc2c1Cl)c1ccccc1 (stereo not given)	-6	24	i	10	-2	-1	-3	i	1
Cc1onc(C(=O)Nc2cccnc2Cl)c1[N+](=O)[O-]	2	5	i	-7	-2	-1	-1	i	-1
COc1ccc(NCc2ccc([N+](=O)[O-])s2)cc1	1	-10	i	8	-8	-2	3	i	4
O=C(CN1CCC(NC(=O)c2ccccc2Cl)CC1)NCc1ccco1	-2	-12	i	-2	5	2	6	i	-1
COc1cc(NC(=O)c2c(-c3ccccc3Cl)noc2C)c2ncccc2c1	-5	36	i	16	7	-4	-9	i	0
COc1ccc(Nc2nc3c([nH]2)c(=O)[nH]c(=O)n3C)cc1	1	-4	i	-17	1	2	-4	i	-1
CC(=O)Nc1ccc(C(=O)Nc2ccc3c(c2)OCCO3)cc1	-5	-6	i	-2	1	2	-2	i	3
CC(C)CC(NC(=O)c1ccc(Cl)cc1Cl)C(=O)O (stereo not given)	0	-12	i	-2	-2	3	-25	i	0
Cc1ccccc1OC(C)C(=O)NCCC1=CCCCC1 (stereo not given)	-7	10	i	6	2	-1	14	i	-4
CCOC(=O)/C(C#N)=C/c1cccc(C)c1	-6	-5	i	-3	-3	1	16	i	0
COc1ccc(OC)c(S(=O)(=O)N(C)CC(=O)N2CCN(c3ccccc3F)CC2)c1	-1	-4	i	2	-2	1	4	i	3
CN(C)c1oc(/C=C/c2ccccc2)nc1C#N	-1	4	i	5	-7	-2	8	i	-1
O=c1cc(CN2CCN(S(=O)(=O)c3ccc4ccccc4c3)CC2)nc2sccn12	-1	1	i	10	-1	0	7	i	-4
CC1=NOC(=O)/C1=C\c1ccc(-c2ccc(Cl)c(C(=O)O)c2)o1	-3	-4	i	-20	11	2	14	i	-5
O=C(Nc1nnc(-c2ccccc2)o1)Nc1ccccc1Cl	-2	-6	i	-3	1	4	3	i	0

4 of these compounds in another layout.
Cc1ccc(NC(=O)CN2CCOCC2)cc1Cl
  NadD inh: -3 | FAS TE block: 0 | Neddylation inh: i | MLLE-PAM2 inh: -2 | CSN inh: 3 | Rin1-Abl PPI inh: 6 | SKN-1 block: 2 | Rpn11 inh: i | MT1-MMP act inh: -3
O=C(CCN1C(=O)CSc2ccccc21)Nc1cccc(C(F)(F)F)c1
  NadD inh: 6 | FAS TE block: 8 | Neddylation inh: i | MLLE-PAM2 inh: -6 | CSN inh: 3 | Rin1-Abl PPI inh: 1 | SKN-1 block: -4 | Rpn11 inh: i | MT1-MMP act inh: 3
COc1ccc(C(=O)Nc2ccc(C)cn2)c(OC)c1
  NadD inh: 3 | FAS TE block: -2 | Neddylation inh: i | MLLE-PAM2 inh: -5 | CSN inh: -1 | Rin1-Abl PPI inh: -5 | SKN-1 block: -5 | Rpn11 inh: i | MT1-MMP act inh: 6
C/C(=C\C(=O)c1ccc(C)cc1)Nc1cccc(O)c1
  NadD inh: -4 | FAS TE block: 2 | Neddylation inh: i | MLLE-PAM2 inh: 12 | CSN inh: 0 | Rin1-Abl PPI inh: -4 | SKN-1 block: 8 | Rpn11 inh: i | MT1-MMP act inh: 4
